Exocytosis inh – LAMP-1 surface exposure blockers, TALL-104 cells – cell-based, flow cytometry, MLPCN library, primary screen | inhibition, % at 10 µM | 0.66% of 360,000 active | TALL-104 LAMP-1 surface exposure; cells stimulated with thapsigargin and PMA | AID 651702, 2012;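 active means inhibition above about 55%, limit read from the data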
CaV13 FRET inh – Primary screen for inhibitors of IQ motif and Ca2+-dependent inactivation inhibitor domain binding in CACNA1D, Förster resonance energy transfer in living cells, …; HEK cells, CFP/YFP FRET ICDI-IQ, plate reader, 10 min; percent FRET-ratio fall versus neutral wells; inhibition, % at 12.3 µM; 0.098% of 340,000 active;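 active means mean replicate inhibition of at least 30% and at least 1% of replicates passing that level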;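 further: 0% = median of the neutral control wells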
PDI inh – inhibitors of human PDI, primary screen, biochemical, turbidity, single point, plate reader | PDI insulin aggregation turbidity, A650, 90 min | inhibition, % at 10 µM | 0.052% of 350,000 active;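 active means mean inhibition across replicates of 30% or more, whatever share of single replicates reach that level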;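 further: absorbance from insulin aggregation driven by PDI reduction with DTT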
MC4R barr agon – MC4R agonists recruiting beta-arrestin, primary screen, cell-based, luminescence, agonist arm of biased-ligand search | Melanocortin receptor 4 (Homo sapiens), P32245 | activation, % at 8.9 µM | U2OS MC4R beta-arrestin complementation; percent of melanotan II response, DMSO zero | 0.98% of 360,000 active | AID 540308, 2011;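 active means activation above a per-plate cutoff, the mean activation of sample wells on that plate plus 3 SD, cut at about 8% in these data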
MC4R antagonist – MC4R antagonists of cAMP signaling, primary screen, cell-based, TR-FRET, antagonist arm of biased-ligand search; Melanocortin receptor 4 (Homo sapiens), P32245; MC4R-expressing cells, MTII-stimulated cAMP, LANCE TR-FRET; inhibition, % at 6.5 µM; 0.48% of 360,000 active; AID 540295, 2011;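 active means inhibition above its plate's cutoff, the mean of tested wells on that plate plus 3 SD, cut at about 29% in these data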;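 further: 0% = Melanotan II alone and 100% = Melanotan II plus saturating MCL0020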
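Assay system: U2OS cells stably expressing human melanocortin 4 receptor (MC4R) / Dosing: 6.5 µM / Timing: compound 30 min, challenge 1 h, detection 1 h / Measured by: Eu-cAMP/anti-cAMP TR-FRET, emission 671 nm / Replicates: singlicate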
N-glyco inh – increase of ERlucT glycosylation luciferase signal, primary screen, N-linked glycosylation inhibitor project, D54 ERlucT cells, luminescence, set 2; reporter increase, % at 12.5 µM; 0.23% of 360,000 active; D54 ERlucT glycosylation luciferase reporter, 24 h; percent of 100 nM tunicamycin response;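 active means mean luciferase reporter signal, scaled so untreated is 0 and the glycosylation-blocking control 100, at or above a set limit in every replicate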;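 further: luciferase carries N-glycosylation sites so blocking glycosylation raises the light; 0% = median of neutral control wells and 100% = median of 100 nM tunicamycin wells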
Cardio protect – cardioprotection against H2O2-induced cell death, primary screen, uHTS, H9c2 cells, ATPLite luminescence | H9c2 cardiomyocytes, H2O2 injury protection, 2 h | protection from H2O2 cell death, % at 20 µM | 0.63% of 360,000 active;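 active means compounds giving at least 50% protection of heart cells from peroxide-induced death in the single-dose screen, raw or plate-pattern-corrected value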;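 further: 0% = DMSO wells with peroxide and 100% = DMSO wells without peroxide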
m5-HT2A agonist – mouse Htr2a agonists via beta-arrestin recruitment, primary screen, cell-based, luminescence; 5-hydroxytryptamine receptor 2A (Mus musculus), P35363; CHO-K1 mHTR2A beta-arrestin complementation; percent of 30 µM serotonin response; activation, % at 7.6 µM; 0.66% of 360,000 active; AID 624169, 2012;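 active means activation above a run cutoff, the mean activation of all tested compounds plus 3 SD, cut at about 14% in these data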;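 further: 0% = plate median of compound wells and 100% = 30 µM serotonin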
ABHD5-PLIN5 inh – ABHD5-PLIN5 interaction inhibitors, primary screen, cell lysate, split luciferase complementation, luminescence; Perilipin-5 (Homo sapiens) + 1-acylglycerol-3-phosphate O-acyltransferase ABHD5 (Homo …; Split G. princeps luciferase complementation, 4 h; inhibition, % at 4 µM; 0.78% of 360,000 active;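 active means inhibition above the mean inhibition across every tested compound plus 3 SD, cut at about 22% in these data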;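 further: 0% = DMSO only wells and the 100% control is not disclosed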
ABCB6 inh MLPCN – ABCB6 transporter inhibitors, primary screen, K562-ABCB6 cells, flow cytometry, MLPCN library; K562-ABCB6 porphyrin accumulation, 1 h; hits give low values; fluorescence ratio to DMSO, % at 10 µM; 0.19% of 360,000 active; AID 602162, 2011;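 active means fluorescence ratio to DMSO below 75%, the collection mean minus 3 SD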;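 further: signal is porphyrin accumulated inside mitochondria; 100% equals median channel fluorescence of DMSO control wells; lower ratio means ABCB6 inhibition with less porphyrin fluorescence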
Target sequence (Q9NP58 whole entry, looked up): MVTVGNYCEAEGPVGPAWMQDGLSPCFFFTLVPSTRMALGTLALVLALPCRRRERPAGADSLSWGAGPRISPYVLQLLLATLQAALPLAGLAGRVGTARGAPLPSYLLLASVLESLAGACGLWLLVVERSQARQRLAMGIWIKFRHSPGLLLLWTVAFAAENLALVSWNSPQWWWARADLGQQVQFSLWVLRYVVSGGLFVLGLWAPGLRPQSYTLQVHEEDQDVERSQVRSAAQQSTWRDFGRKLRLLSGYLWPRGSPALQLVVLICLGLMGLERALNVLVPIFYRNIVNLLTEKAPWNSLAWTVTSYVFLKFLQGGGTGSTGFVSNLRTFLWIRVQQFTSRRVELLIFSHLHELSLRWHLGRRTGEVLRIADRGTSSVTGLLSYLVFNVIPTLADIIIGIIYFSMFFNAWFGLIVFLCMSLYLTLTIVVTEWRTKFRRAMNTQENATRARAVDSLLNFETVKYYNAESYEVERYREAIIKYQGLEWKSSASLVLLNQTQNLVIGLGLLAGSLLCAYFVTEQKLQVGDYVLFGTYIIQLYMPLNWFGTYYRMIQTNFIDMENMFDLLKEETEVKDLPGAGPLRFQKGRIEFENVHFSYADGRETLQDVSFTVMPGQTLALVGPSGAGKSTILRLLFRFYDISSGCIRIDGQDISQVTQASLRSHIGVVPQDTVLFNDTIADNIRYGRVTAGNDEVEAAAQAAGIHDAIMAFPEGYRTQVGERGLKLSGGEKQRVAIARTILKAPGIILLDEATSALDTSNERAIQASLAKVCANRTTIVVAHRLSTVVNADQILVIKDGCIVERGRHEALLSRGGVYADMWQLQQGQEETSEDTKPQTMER
The depositor's hits bear a star; nt = not tested or not shown.

SMILES	Exocytosis inh	CaV13 FRET inh	PDI inh	MC4R barr agon	MC4R antagonist	N-glyco inh	Cardio protect	m5-HT2A agonist	ABHD5-PLIN5 inh	ABCB6 inh MLPCN
COCCN(C(=S)Nc1ccccc1C)C(C)c1ccco1 (centres undefined)	0	-2	-5	-0.5	10	0	2	3	-6	104
CC(O)(CS(=O)(=O)Cc1ccccc1)c1ccc(Cl)cc1 (centres undefined)	-11	-9	-8	1.6	15	-2	2	-10	-7	103
O=Cc1c(NCc2ccccc2)c2ccccc2[nH]c1=O	-4	-5	0	-0.3	21	-2	12	-3	-1	103
O=[N+]([O-])C(=C1Nc2ccccc2N1)/C(Cl)=C(/Cl)Br	-12	-5	-2	-1.3	1	6	-4	-1	1	89
Cc1ccc(C)c(N2N=C(C(=O)Nc3nccs3)CCC2=O)c1	-3	-5	-1	-0.1	9	3	2	4	0	103
CCCn1c(N)c(N(CCOC)C(=O)C(C)Oc2ccc(F)cc2)c(=O)[nH]c1=O (centres undefined)	-6	-6	0	-2.7	6	3	2	2	9	93
N/C(=N\OC(=O)N1c2ccccc2Sc2ccccc21)c1ccc(Br)cc1	1	-16	17	8.3*	0	2	-8	1	-4	100
O=C(O)C(Cc1ccnc2ccccc12)=NO	2	-6	-1	-0.4	6	0	-5	-5	-6	103
CCOc1ccc(CCNC(=O)Cn2ncn3nc(-c4ccc(OC)cc4)cc3c2=O)cc1OCC	0	-2	9	0.2	3	0	-1	4	2	103
COC(=O)C1=C(C)NC(=O)CC1c1ccccc1 (centres undefined)	6	nt	-8	-1.0	1	0	-4	-4	-9	91
Cc1nc2ncnn2c(C)c1CCC(=O)NCc1ccco1	0	-5	8	-1.3	2	0	-2	-7	-7	104
CCOC(=O)N=Nc1c(O)n(C)c2ccccc12	9	-3	-1	-1.6	4	2	8	3	0	97
O=C(NCCS(=O)(=O)N1CCC2(CC1)OCCO2)c1ccc(F)cc1	30	-7	-3	1.8	0	1	6	0	7	97
Cc1ccc(S(=O)(=O)Cn2nnnc2C(C(C)C)N2CCC(O)CC2)cc1 (centres undefined)	0	-7	0	0.9	4	2	0	-3	1	107
Cc1cc(NC(=O)C2CC(=O)N(c3ccccc3)C2)no1 (centres undefined)	-7	-2	14	-0.5	10	2	2	-1	-1	98
COc1cc(C2c3c(oc4ccccc4c3=O)C(=O)N2c2nccs2)ccc1O (centres undefined)	3	-7	8	-1.4	-14	0	5	-2	4	96
CC(C)CN(C)C(=O)CCc1nnc(Cc2cccc(C(F)(F)F)c2)o1	-2	-2	-6	-0.3	4	1	5	2	-5	103
Cc1cccc(N(CC(=O)Nc2c(C)n(C)n(-c3ccccc3)c2=O)S(C)(=O)=O)c1	0	-5	2	1.8	1	0	2	2	-2	93
O=C(/C=C/c1ccncc1)c1ccc2c(c1)OCCO2	3	8	-8	-0.3	25	70*	13	5	60*	102
CC(=O)c1cc(-c2ccc(F)cc2)n(CCC(=O)Nc2cc(C)[nH]n2)c1C	0	1	-6	-1.4	10	2	-9	-3	2	94
O=S1(=O)N(Cc2ccccc2F)CCCN1Cc1c(F)cccc1Cl	2	-4	4	0.4	7	-1	-16	-3	4	95
Cc1cc(NC(=O)CCOc2ccc(F)cc2)no1	2	-4	-3	-1.5	10	1	13	-6	1	101
Nc1c(N(CCC2=CCCCC2)C(=O)Cc2ccc(F)cc2)c(=O)[nH]c(=O)n1Cc1ccccc1	12	-6	-7	-1.4	5	-1	-2	2	4	99
c1ccc(-c2c[n+]3c(n2-c2ccccc2)SCC3)cc1	-3	16	-1	-2.7	2	-2	-12	-5	-3	96
CCOC(=O)c1oc2ccc(Br)cc2c1CSc1nnc(C)s1	-3	-6	0	-0.6	1	0	-4	-1	1	94
COc1ccc(-c2nc3ccc(Cl)cn3c2CC(C)(C)C)cc1OC	3	-7	nt	nt	nt	0	-3	9	-7	99
NC(=O)CC(NC(=O)c1cccc(Br)c1)c1ccc(NC2CCCCCCCCCCC2)c([N+](=O)[O-])c1 (centres undefined)	-3	-12	8	-1.6	6	0	-3	7	3	98
CCOc1ccc(NC(=S)Nc2ccccc2C2CC2)cc1	-1	-7	8	-2.6	4	1	-7	-2	-8	102
CCN(CC)CCn1nc2c3c(cccc3c1=O)-c1ccccc1-2	3	-4	-11	-2.0	-6	9	26	1	3	101
CCOc1ccc(N2C(=O)CC(Sc3nc(C)cc(C)n3)C2=O)cc1 (centres undefined)	0	-7	-17	-0.6	-3	-1	2	0	-2	99
CC(C)OCCCNC(=S)N1CCC(C(=O)c2ccc(F)cc2)CC1	-6	-11	7	-1.2	4	-3	-8	-8	-8	97
CCOC(=O)c1sc(NC(=O)c2cc(-c3cccc(O)c3)on2)c(C(=O)OCC)c1C	-1	-6	3	0.3	-1	0	-5	-2	4	96
CC1CCN(CCCNC(=O)c2cc3c(Cl)nc4ccccc4c3s2)CC1	14	-5	-4	-0.2	1	2	2	-5	9	93
O=C(Nc1nc2c(s1)CCCC2)C1COc2ccccc2O1 (centres undefined)	-3	-7	-13	0.9	1	-18	-15	7	-1	96
COc1ccc2ccccc2c1/C=N/n1cnnc1	0	-19	-10	0.6	-2	2	-1	1	8	92
Cc1cc(C)n(CCCNC(=O)c2ccc3c(c2)NC(=O)CS3)n1	-3	1	3	0.8	1	1	-7	5	5	94
COc1ccc(/C=N/NC(=O)c2ccc(N)cc2)cc1Cn1cc([N+](=O)[O-])cn1	-11	-20	-4	-2.2	-1	0	1	-3	-1	99
C=CCn1c(C)cc(C2=NNC(=NCC)SC2)c1C	1	-5	7	-1.4	-4	-23	-11	3	-4	94
CCCOc1ccc(C(=O)CCNC(Cc2c[nH]c3ccccc23)C(=O)O)cc1 (centres undefined)	-10	nt	-2	-0.1	11	-4	-7	-3	5	91
O=C(Cn1nnc(-c2ccccc2F)n1)Nc1ccc(C(=O)N2CCOCC2)cc1	0	0	5	-1.9	18	10	-4	1	-4	96
CCn1c(=O)c(C(=O)Nc2ncccc2O)c(O)c2ccccc21	-6	-5	11	-1.3	-2	2	0	4	6	89
Cc1ccc(CN2C(=O)CCC2C(=O)NCc2ccco2)cc1 (centres undefined)	1	nt	3	-0.6	-2	-1	18	-4	-5	97
COc1ccc(-n2nc([N+](=O)[O-])c(=NCCc3cccc(C)c3)n2O)cc1	-2	-15	-1	0.5	7	2	-2	4	-2	100
Cc1cnc(NC(=O)CN2CCN(c3ccccn3)CC2)s1	-4	-3	-5	-0.1	1	-2	4	5	4	81
Cc1ccc(S(=O)(=O)NCCCCCC(=O)Nc2ccccc2)cc1	-5	-5	12	-1.1	7	-1	-7	-2	-1	92
NC(=O)C1(N2CCCCC2)CCN(C(=O)c2ccc(C#CC3(O)CCCCC3)cc2)CC1	4	-1	8	-0.4	-2	3	3	0	2	97
Cc1nn(Cc2ccccc2)c(=O)c2nn(-c3ccc(Cl)cc3)c(C)c12	-2	-1	0	-1.6	-4	0	2	1	-9	95
CSc1c(SCc2ccccc2)cnn(Cc2ccccc2)c1=O	0	-6	-5	-2.9	-3	-4	-3	-6	-4	97
COC(=O)c1sc(N)c(C(=O)OC)c1COC(=O)C12CC3CC(CC(O)(C3)C1)C2	18	-4	6	0.0	8	-1	2	3	0	168
COc1ccccc1CNC(=O)CCC(=O)N1Cc2cccc(OC)c2Oc2ncccc21	-3	-2	12	-1.8	15	-1	2	1	-3	118
O=S(=O)(NCCc1nc2ccccc2[nH]1)c1ccccc1	1	-2	-10	-1.6	-5	2	13	8	-6	92
CCN(CC)CCCNC(=O)c1nn(-c2cccc(OC)c2)c(=O)c2ccccc12	0	nt	-6	-1.0	1	1	7	-3	-5	95
CSc1cccc(NC(=S)N(Cc2ccc(C)cc2)Cc2cccnc2)c1	1	-20	-2	1.9	24	-5	-11	-5	-8	98
CCCCC(=O)Nc1ccc(N2CCN(c3ccc(F)cc3)CC2)cc1	-2	-19	-7	3.4	5	2	-3	4	8	97
CCOc1ccccc1C(=O)N(Cc1ccccc1)Cc1cc2cc3c(cc2[nH]c1=O)OCCO3	-4	-5	-11	-0.9	-1	-7	21	4	-2	98
Clc1ccc2c(N3CCOCC3)ccnc2c1	-2	-2	11	-0.5	-10	-2	-2	-1	2	95
O=C(CCl)Nc1c2c(nn1-c1ccccc1)CSC2	-1	-7	-4	-3.5	3	0	-5	-1	8	108
Cc1cccc(C(=O)Nc2sc3c(c2C(=O)O)CCCC3)c1	18	-5	4	-2.8	-2	-1	-6	0	2	107
Cc1ccc(NC(=O)c2cccc(S(=O)(=O)N3CCCC3)c2)nc1	-3	-2	5	-2.6	9	3	-5	4	-10	104
COc1ccc(-c2nnn(-c3cc(Cl)cc(Cl)c3)c2N)cc1	-1	-5	5	-0.6	-11	0	-5	-3	7	101

Other structures.
SMILES	Exocytosis inh	CaV13 FRET inh	PDI inh	MC4R barr agon	MC4R antagonist	N-glyco inh	Cardio protect	m5-HT2A agonist	ABHD5-PLIN5 inh	ABCB6 inh MLPCN
CCSc1ncc(Cl)c(C(=O)N(Cc2ccc(N(C)C)cc2)C2CCS(=O)(=O)C2)n1 (centres undefined)	9	-2	7	-0.5	-4	2	-7	-3	-1	97
CCc1nc(NC(C)C)c2oc3ccccc3c2n1	-2	nt	5	-2.1	6	4	16	4	-6	95
C=CCn1c2ccccc2c2nnc(SCc3ccc4nonc4c3)nc21	4	-5	1	-2.5	-10	-5	-9	0	8	92
Fc1ccc(-c2nn3c(C4COc5ccccc5O4)nnc3s2)cc1 (centres undefined)	-1	-6	-12	-1.8	10	-4	0	2	-1	96
O=c1c(Cl)c(Cl)cnn1-c1ccccc1	-2	-5	3	5.0	28	-12	-28	-1	10	96
COc1cccc(C2=NN(C(=O)c3ccccc3)C(O)(C(F)(F)F)C2)c1 (centres undefined)	0	-4	9	1.4	-2	-4	-3	-7	1	95

An excerpt from above in order of the PDI inh value, rising.
smiles	Exocytosis inh	CaV13 FRET inh	PDI inh	MC4R barr agon	MC4R antagonist	N-glyco inh	m5-HT2A agonist	ABHD5-PLIN5 inh	ABCB6 inh MLPCN
Fc1ccc(-c2nn3c(C4COc5ccccc5O4)nnc3s2)cc1 (centres undefined)	-1	-6	-12	-1.8	10	-4	2	-1	96
O=c1c(Cl)c(Cl)cnn1-c1ccccc1	-2	-5	3	5.0	28	-12	-1	10	96
CCc1nc(NC(C)C)c2oc3ccccc3c2n1	-2	nt	5	-2.1	6	4	4	-6	95

Compound activity (PubChem BioAssay)
